mcGAS inh – mouse cGAS inhibition by luminescence; Q8C6L5; recombinant cGAS, Kinase-Glo ATP depletion luminescence; inhibition, % at 12.5 µM; hit rate 0.15% among 160,000;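 also: 0% = negative control wells and 100% = reference inhibitor with no enzyme activity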
hcGAS inh – inhibitors of human cGAS | inhibition, % at 12.5 µM | Q8N884 | hit rate 0.081% among 290,000 | AID 1259398 | recombinant h-cGAS, ATP depletion, Kinase-Glo luminescence;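 also: 0% = vehicle reaction and 100% = reaction without DNA for no activity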
Target sequence (Q8N884 whole entry, looked up): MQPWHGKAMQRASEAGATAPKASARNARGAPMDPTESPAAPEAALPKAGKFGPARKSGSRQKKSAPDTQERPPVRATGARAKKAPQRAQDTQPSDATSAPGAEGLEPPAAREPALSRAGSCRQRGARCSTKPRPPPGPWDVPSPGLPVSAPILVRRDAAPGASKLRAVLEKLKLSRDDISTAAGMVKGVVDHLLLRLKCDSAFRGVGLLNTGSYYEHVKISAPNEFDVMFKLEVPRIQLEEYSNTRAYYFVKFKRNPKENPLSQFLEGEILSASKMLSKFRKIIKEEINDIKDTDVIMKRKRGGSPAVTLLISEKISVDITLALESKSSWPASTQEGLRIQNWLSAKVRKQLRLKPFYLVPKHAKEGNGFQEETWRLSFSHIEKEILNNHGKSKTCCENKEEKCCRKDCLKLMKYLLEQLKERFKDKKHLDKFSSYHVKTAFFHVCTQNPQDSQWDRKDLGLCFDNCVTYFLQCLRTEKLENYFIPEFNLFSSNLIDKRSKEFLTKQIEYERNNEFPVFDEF
NPYLR7 agonist – mosquito NPYLR7 agonism. HEK293T NPYLR7/Galpha15, GCaMP6s calcium fluorescence. activation, % at 10 µM. hit rate 0.15% among 270,000; in the data active = activation above about 40%;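 also: 0% = vehicle and 100% = reference agonist at the receptor; some compounds past the cut are filed as inactive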
Starred values were filed as active, the others as inactive; . = no result given. Rule as the data show it, unless noted: active = inhibition above about 40%; inactive = the rest.

SMILES | mcGAS inh | hcGAS inh | NPYLR7 agonist
O=C(c1csc(CSc2nnc(-c3ccncc3)n2-c2ccccc2Cl)n1)N1CCN(c2ccccc2F)CC1 | -5.4 | -11.6 | -5.1
COC(=O)C1=C(C)N(CC2CCCO2)C(=O)/C1=C\c1cc(C)n(-c2ccc(C)cc2C)c1C (stereo not given) | -6.5 | -0.4 | 0.5
COCCCNC(=O)c1cc(NC(=O)Nc2ccc(C(F)(F)F)cc2)ccc1N1CCc2ccccc2C1 | -5.7 | -16.5 | -6.0
CN1C[C@H](NC(=O)c2ccc(NCc3nc4ccccc4n3C)cc2)C[C@H]1CO | -14.2 | -2.3 | 7.7
COCc1cc(N2CCCCC2C)nc(SCc2cccc(C(=O)O)c2)n1 (stereo not given) | -2.9 | -2.2 | -0.4
COc1ccc(OC)c2c1CN(C(=O)NC1CCN(Cc3ccccc3)CC1)CC2O (stereo not given) | . | -8.4 | -1.1
CC(c1ccc(OC(F)(F)F)cc1)N1CCCC(CNS(C)(=O)=O)C1 (stereo not given) | . | -0.2 | 5.2
CCOc1ccc(C(=O)Nc2c3c(nn2CC(=O)NCc2ccccc2)CSC3)cc1 | -4.5 | -3.0 | -3.5
CC(C)N=c1scc(-c2ccc(F)cc2)n1/N=C1\C(=O)Nc2c(Cl)cc(Cl)cc21 | . | -11.7 | 16.7
O=C(CSc1nnc(CNC(=O)c2cccs2)o1)NC1CCCC1 | . | -3.7 | 1.8
CNC(=O)c1nnc2n1CCN(C(=O)C1CCCCC1)C2 | . | -7.0 | 0.5
Cc1cnn(C(C)c2n[nH]c(=S)n2-c2cn(C)nc2C)c1 (stereo not given) | . | 7.1 | 1.5
O=C(O)c1cccc(CC2CCN(C(=O)Cc3ccccc3)C2)c1 (stereo not given) | -11.1 | -4.4 | 5.0
COCCCNC(=O)C(NC(=O)c1cccc(OC)c1)C1CCN(C(=O)Nc2ccc(C)cc2)CC1 (stereo not given) | 1.3 | -0.6 | -8.6
COc1ccc(S(=O)(=O)NCC2CCCN(C(=O)c3sccc3C)C2)cc1 (stereo not given) | -3.7 | -3.3 | 7.4
Cc1cc(C)cc(CSc2nnc(NC(=O)Cc3ccccc3)s2)c1 | -6.4 | -0.5 | 23.1
O=C(Nc1nccs1)c1cn(Cc2cccc(F)c2)nc1OCc1cccc(F)c1 | -7.1 | -12.4 | 13.2
CC(C)c1ccc(NC(=O)CSC(C)c2nc3ccccc3c(=O)[nH]2)cc1 (stereo not given) | . | -11.4 | 0.0
COc1ccccc1N1CCC(N2CCCC(N3CCc4ccccc4C3)C2)CC1 (stereo not given) | . | -4.1 | 18.9
Cc1ccsc1CN(C)Cc1cn[nH]c1C(=O)O | . | -2.8 | -5.1
COC(=O)c1ccc(Cn2ccnc2-c2nc[nH]c2C)cc1 | . | -3.4 | -1.6
CCOC(=O)CCC(=O)N1CCCN(c2cc(Oc3ccc(F)c(Cl)c3)ncn2)CC1 | -8.3 | -2.3 | .
CCN(CC(=O)N(Cc1cccn1Cc1ccc(F)cc1)C1CCCCC1)C(=O)COCc1ccccc1 | -1.1 | 0.3 | .
O=C(Nc1cc(F)ccc1F)NC1CCc2[nH]c3ccccc3c2C1 (stereo not given) | -1.3 | -0.1 | 12.1
NC(c1csc(Nc2nncc3ccccc23)n1)c1ccccc1Cl (stereo not given) | -4.8 | -2.1 | -4.3

Other entries follow:
SMILES | mcGAS inh | hcGAS inh | NPYLR7 agonist
O=C(Nc1ccc(OC(F)F)cc1)c1cc(-c2cccs2)on1 | . | -2.1 | 0.9
COc1ccccc1-n1c(C2C3CCCCC32)n[nH]c1=S (stereo not given) | -5.9 | -9.6 | -8.5
O=C1NC(Cc2ccccc2Cl)(C2CCNCC2)C(=O)N1C1CCCC1 (stereo not given) | . | -12.3 | 18.8
CCOC(=O)NC1=CC(=NS(=O)(=O)c2ccc(C)cc2)c2ccccc2C1=O | . | -2.8 | 15.4
CCCCCCC(=O)N(CC(=O)N1CCc2sccc2C1c1ccc(F)cc1)C1CC1 (stereo not given) | -3.8 | -6.0 | 16.0
Cc1ccc(COC2C[C@](OCc3ccccc3)(C(=O)NCC3CCCO3)C[C@H]3OC(C)(C)O[C@@H]23)cc1 (stereo not given in full) | -7.7 | -7.7 | 0.2
Cc1nnc(SCc2nc(C(=O)N3CC4(C)CC3CC(C)(C)C4)cs2)n1-c1ccccc1 (stereo not given) | -2.4 | 4.0 | .
COCc1cc(CNC(=O)c2cc3sccc3[nH]2)[nH]n1 | -9.4 | 0.1 | -5.4
CCN(C(=O)CS(=O)(=O)C1CCCC1)c1nc(C)cs1 | . | -6.0 | 8.9
CCC(=O)Nc1cc(Cl)ccc1C(=O)N1CC[C@H](NC(C)=O)C1 | -10.5 | -3.2 | -7.1
Cc1cc(C(=O)N(CCc2ccccc2)CC2CCCN(C)C2)nn1C (stereo not given) | . | -9.8 | 3.6
CCc1nc(C)ccc1OCC(=O)N1Cc2cnc(CC(C)C)nc2C1 | . | 1.5 | 10.8
COCC(O)CN(Cc1cccn1Cc1cccc(OC)c1)C1CCCCC1 (stereo not given) | -3.5 | -3.6 | 14.0
CC(=O)NC1=NN(C(C)=O)C2(S1)C(=O)N(Cc1ccccc1OC(C)C)c1ccccc12 (stereo not given) | -8.2 | -10.2 | 13.9
Cc1ccccc1Oc1cnn(-c2ccc(F)cc2)c(=O)c1Nc1ccc(C(=O)NCc2ccc3c(c2)OCO3)cc1 | -4.5 | -3.1 | 18.2
O=c1[nH][nH]c2c1CCN(Cc1cc3n(n1)CCNC3)CC2 | -1.4 | 1.2 | -1.3
COc1cc(Cl)c(NC(=O)c2cc(C)cc(C)c2)cc1OC | . | -4.8 | 5.6
O=C(CSc1ccc(-c2ccc3c(c2)OCO3)nn1)Nc1ccc2c(c1)OCO2 | -5.8 | -3.8 | -2.3
N#Cc1ccc(Cl)cc1NC(=O)C(=O)NCC1CCN(Cc2cccs2)CC1 | . | -4.6 | -2.0
Cc1nnsc1CN(C)S(=O)(=O)NCc1ccccc1 | . | -4.6 | 6.7
CNc1ccc(C(=O)N2CCOC(COc3ccc(C)cc3)C2)cc1 (stereo not given) | -5.2 | -4.0 | 2.6
Cc1sc(NC(=O)N2CCC(C(N)=O)CC2)c(C#N)c1C | 1.0 | 0.1 | -0.8
COC(=O)[C@H]1CN(S(C)(=O)=O)CCN1 | -6.0 | -6.0 | -12.1
C/C=C/CC(=O)N1CCN(C(=O)c2ccccc2)CC1 | -9.1 | -5.2 | .
COc1cccc2ccc(CN(Cc3cccnc3)CC3CCN(C4CCCC4)CC3)nc12 | -2.9 | -8.3 | 1.6

Pulled one by one from the list above (2):
SMILES | mcGAS inh | hcGAS inh | NPYLR7 agonist
CCN(C(=O)CS(=O)(=O)C1CCCC1)c1nc(C)cs1 | . | -6.0 | 8.9
O=C1NC(Cc2ccccc2Cl)(C2CCNCC2)C(=O)N1C1CCCC1 (stereo not given) | . | -12.3 | 18.8

Entries shown so far that contain two or more sulfur atoms, in the order listed:
SMILES | mcGAS inh | hcGAS inh | NPYLR7 agonist
O=C(c1csc(CSc2nnc(-c3ccncc3)n2-c2ccccc2Cl)n1)N1CCN(c2ccccc2F)CC1 | -5.4 | -11.6 | -5.1
O=C(CSc1nnc(CNC(=O)c2cccs2)o1)NC1CCCC1 | . | -3.7 | 1.8
COc1ccc(S(=O)(=O)NCC2CCCN(C(=O)c3sccc3C)C2)cc1 (stereo not given) | -3.7 | -3.3 | 7.4
Cc1cc(C)cc(CSc2nnc(NC(=O)Cc3ccccc3)s2)c1 | -6.4 | -0.5 | 23.1
Cc1nnc(SCc2nc(C(=O)N3CC4(C)CC3CC(C)(C)C4)cs2)n1-c1ccccc1 (stereo not given) | -2.4 | 4.0 | .
CCN(C(=O)CS(=O)(=O)C1CCCC1)c1nc(C)cs1 | . | -6.0 | 8.9
Cc1nnsc1CN(C)S(=O)(=O)NCc1ccccc1 | . | -4.6 | 6.7

(further entries)
SMILES | mcGAS inh | hcGAS inh | NPYLR7 agonist
CCC(=O)Nc1ccc(N(C)C)c(CN(Cc2ccco2)C(C)=O)c1 | -7.5 | -5.7 | -0.7
Cc1[nH]c2c(CNC(=O)CCN3CCCO3)cc(F)cc2c1C | -12.1 | -9.9 | 15.6
O=S(=O)(Nc1ccccc1OC(F)F)c1ccccc1F | -1.9 | -4.3 | -1.7
Cn1c(=O)n(CCN2CCOCC2)c(=O)c2c1nc1n2CCN1c1ccc(Oc2ccccc2)cc1 | . | -9.7 | 6.8
CCn1ccnc1CN(C)Cc1ccc(-c2nc(C(F)(F)F)c(C)c(=O)[nH]2)cc1 | . | -3.6 | -2.7
COC(=O)c1ccccc1S(=O)(=O)N1CCC(C(=O)NC2CCCCC2C)CC1 (stereo not given) | . | -3.8 | 12.8
O=C(NCc1cccc(Cl)c1)c1ccc(-c2cc(-c3cccc4ccccc34)[nH]n2)cc1 | -4.8 | -1.9 | -1.0
CCN(CC)CCN1C(=O)C(=O)C(=C(O)c2ccc(C)cc2)C1c1cc(OC)c(OC)c(OC)c1 (stereo not given) | -4.0 | -2.3 | -1.1
Cc1cc(NC2CCCCC2)n2nc(C)c(-c3ccccc3)c2n1 | -5.3 | -4.0 | -1.3
Cc1ccsc1-c1nc(CN2CCCC(OCc3ccccc3)C2)c(C)o1 (stereo not given) | -12.0 | -11.0 | 5.8
COc1ccc(C)c2sc(N(Cc3cccnc3)C(=O)COc3ccccc3)nc12 | -8.1 | -4.8 | -5.4
O=C(Nc1ccc(N2CCCC2)nc1)c1ccc(Cl)cc1F | . | -18.5 | 5.6
C=CCNC(=O)NC(=O)CSc1nnc(C(F)(F)F)n1C | . | -0.7 | 10.9
COc1ccc(Cl)cc1CC(=O)Nc1ccncc1 | . | -17.7 | -0.4
CCOC(=O)C1CCCN(C(=O)CC(c2cccc(C(F)(F)F)c2)c2cn(C)c3ccccc23)C1 (stereo not given) | -2.6 | -0.3 | 14.5
COc1ccc(S(=O)(=O)Nc2cc(OC)c(OC)c(OC)c2)cc1 | -7.3 | -11.3 | 2.7
c1ccc(-c2cnc(CSc3n[nH]c4nc5ccccc5n34)o2)cc1 | . | -1.8 | 9.1
COCC(=O)Nc1c(C)nc2c(C)cccn2c1=O | . | -15.3 | 3.8
Cc1oc(C)c(-c2ccoc2)c1C(=O)NC1C[C@@H]2C[C@H]([C@H]1C)C2(C)C (stereo not given in full) | -3.0 | -7.1 | -19.4
CC1CN(C(=O)C2(N(C)C)CCC2)CCS1 (stereo not given) | . | -22.8 | -0.7
CCn1c(C2CCCN(C(=O)c3c(C)[nH]c(C(C)=O)c3C)C2)nn(C)c1=O (stereo not given) | . | -8.4 | 3.2
O=c1[nH]c(=O)n(CC2CCCO2)c2nccc(-c3ccccc3)c12 (stereo not given) | -4.6 | -8.1 | -1.3
Cc1ccc(NC(=O)CCN2C(=O)c3ccccc3C2=O)cc1 | -6.3 | -0.8 | 3.8
Cn1cc(NC(=O)N2CCC(N3CCOCC3)CC2)cn1 | -1.7 | -1.2 | .
CC(=O)NC1(c2noc(C3(S(=O)(=O)c4ccc(C)c(C)c4)CCCC3)n2)CCCCC1 | -15.2 | -6.5 | 0.7

Next section.
SMILES | mcGAS inh | hcGAS inh | NPYLR7 agonist
COc1ccccc1OCc1cc(C(=O)NC2CCCCCC2)no1 | . | 0.2 | -3.5
Oc1ccccc1N1CCN(c2nnc(Br)s2)CC1 | . | -11.7 | 7.2
COc1ccccc1NS(=O)(=O)c1ccc(Br)cc1Cl | -1.6 | 2.5 | -1.9
CCC1CN(CC(=O)NCCCn2nnc3ccccc32)Cc2cc(OC)ccc2O1 (stereo not given) | -9.5 | -6.0 | 17.2
O=C(Nc1nc2ccc([N+](=O)[O-])cc2s1)c1ccccc1Br | -7.6 | -4.8 | -4.6
O=c1cc(O)c2c(=O)n(-c3ccccc3)c3c(c2o1)CCCCCC3 | . | -5.1 | 4.3
Cc1ccoc1C(=O)Nc1sc2c(c1C#N)CCNC2 | . | -6.9 | 9.1
Cc1ccc(-n2cc(CNCCN3CCNC3=O)c(-c3cccc(C)c3)n2)cc1 | -11.6 | -6.7 | -5.0
Cc1ccc(Cl)cc1NC(=O)CN1CCC(C(=O)N2CCCC2)CC1 | . | -6.6 | 10.5
Cc1ccc(NC(=O)N(Cc2csc(COc3ccc(Cl)cc3)n2)C(C)C)cc1 | -4.7 | -6.6 | 0.1
O=C(O)CC1C(=O)NCCN1Cc1cccs1 (stereo not given) | -9.1 | -1.7 | 1.1
O=C1CCC2(CCN1)CCN(C(=O)CCc1cnc[nH]1)CC2 | . | -6.3 | 9.7
CN1CCOC[C@H]2CCN(C(=O)CCC3CCCC3)C[C@H]21 | -5.7 | -13.2 | .
CCCC[N+]1(C)Cc2ccccc2C1 | . | -4.1 | -0.1
COc1cc2c(cc1OC)C(c1c(F)cccc1Cl)N(C(=O)C(C)(C)C)CC2 (stereo not given) | -5.7 | -3.4 | 6.3
CCOC(=O)c1csc(CN(C(=O)Nc2c(C)cccc2C)C2CCCCC2)n1 | -5.6 | -6.0 | -8.7
CCOC(=O)CCc1c(C)nc2ncnn2c1NC(C)CN(C)C (stereo not given) | -6.4 | -2.1 | 25.0
COCCCNC(=O)c1cc(NC(=O)COc2ccc(Cl)cc2)ccc1N1CCc2ccccc2C1 | -4.1 | -2.6 | .
Cc1ccc(C(=O)N2CCN(C(C(=O)Nc3cccc(F)c3)C3CCCC3)CC2)cc1[N+](=O)[O-] (stereo not given) | -6.7 | -8.5 | 12.6
Cc1cc(Cl)ccc1Nc1nc(NCc2ccco2)nc2nccnc12 | . | 5.7 | 3.0
